Bioassay records: PubChem BioAssay, National Center for Advancing Translational Sciences (NCATS)
HEK cytotox: cytotoxic compounds in HEK 293 cells | HEK 293 viability, ATP luminescence (CellTiter-Glo), 48-72 h | Potency, µM (doses to about 115 µM), inactives show top-dose activity change, negative = cytotoxicity, most hits filed as inhibitors | 6.6% of 94,000 active | AID 1345083; further: potency means the concentration at half of the fitted maximal effect; nearly all actives have a fitted effect of over 60% in size
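HEK 293 seeded at 250 cells/well receive compound via pintool. After 48 or 72 hr at 37 degree Celsius, 5% CO2 and 95% humidity, CellTiter-Glo is dispensed and luminescence read following 10 min at room temperature.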
IP6K1 inh: inhibitors of human IP6K1. Q92551. activity change, % (series mostly up to about 58 µM). IP6K1 kinase, ADP-Glo luminescence, 2 h; hits give low values. 0.81% of 140,000 active. AID 1645851; in the data active means activity change below about -25%
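ADP-Glo luminescence measures ADP made by human IP6K1 during a 2 h RT reaction with ATP/IP6 (mix at 1.3 mM/130 uM); top library doses 57.5 and 19.1 uM final.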
3T3 cytotox: cytotoxic compounds in NIH 3T3 cells | NIH 3T3 viability, CellTiter-Glo ATP luminescence, 48-72 h | Potency, µM (titrated, usually from 96.7 µM), for the others: top-dose activity change, negative = cytotoxicity, actives largely listed as inhibitors | 4.3% of 94,000 active; further: potency means the concentration at half of the fitted maximal effect; nearly all actives have a fitted effect of over 55% in size
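Mouse fibroblast NIH 3T3 cells, 400 per well, received compound via pintool and were incubated for 48 or 72 hr prior to CellTiter-Glo ATP luminescence measurement.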
GPT2 inh: blocks human glutamate pyruvate transaminase 2; Q8TD30; Recombinant GPT2, coupled pyruvate oxidase/HRP Amplex Red fluorescence; Potency, µM (highest dose often 57.7 µM), for the others: at the highest dose activity change, negative = inhibition, hits mostly inhibitors; 0.25% of 100,000 active; AID 1671188; further: potency means the concentration at half of the fitted maximal effect; nearly all actives have a fitted effect of over 60% in size; many of its hits are not listed in these tables
Target sequence (Q8TD30 whole entry, looked up): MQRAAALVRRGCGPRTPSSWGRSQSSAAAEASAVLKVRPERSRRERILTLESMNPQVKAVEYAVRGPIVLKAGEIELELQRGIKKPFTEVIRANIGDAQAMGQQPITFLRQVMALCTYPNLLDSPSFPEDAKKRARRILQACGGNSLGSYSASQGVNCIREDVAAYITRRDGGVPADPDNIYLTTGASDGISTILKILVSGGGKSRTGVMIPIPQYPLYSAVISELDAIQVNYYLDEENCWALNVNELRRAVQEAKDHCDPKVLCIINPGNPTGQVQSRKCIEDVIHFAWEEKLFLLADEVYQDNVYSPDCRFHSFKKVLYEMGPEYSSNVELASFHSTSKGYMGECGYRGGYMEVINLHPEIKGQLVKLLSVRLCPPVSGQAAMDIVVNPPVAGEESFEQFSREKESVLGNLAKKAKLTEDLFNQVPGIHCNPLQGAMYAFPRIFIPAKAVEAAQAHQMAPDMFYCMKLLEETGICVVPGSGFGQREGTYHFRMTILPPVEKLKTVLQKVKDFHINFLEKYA
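Recombinant GPT2 (10ng/uL) with 250uM a-KG and 2mM L-alanine, 30 min at room temperature, in HEPES pH 7.5 buffer. Pyruvate detected by pyruvate oxidase/HRP/Amplex Red fluorescence after 30 min in the dark; AOA (50uM) as positive control.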
HEK293 viab: reduces viability of HEK-293 SNCA reporter cells. Potency, µM (highest dose often 57.1 µM), for the others: top-dose activity change, negative = cytotoxicity, hits mostly cytotoxic. 0.12% of 150,000 active. HEK-293-SNCA-luc viability, GF-AFC fluorescence, 24 h;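 further: potency means the concentration at half of the fitted maximal effect; 0% = DMSO-treated cells and -100% = medium-only wells without cells; nearly all actives have a fitted effect of over 30% in size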
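HEK-293-SNCA-luc cells (1500/well) plated 24 h, then exposed 24 h to a dilution series; GF-AFC added 30 min at 37C, fluorescence 405/540 nm; normalised to medium-only and DMSO wells, Hill fit.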
Luciferase inh: inhibitors of firefly (Photinus pyralis) luciferase | P08659 | purified P. pyralis luciferase, luminescence, biochemical | Potency, µM (top dose mostly 115 µM), for the others: top-dose activity change, negative = inhibition, usual class: inhibitors | 2.5% of 76,000 active; further: potency means the concentration at half of the fitted maximal effect; nearly all actives have a fitted effect of over 65% in size
Target sequence (P08659 whole entry, looked up): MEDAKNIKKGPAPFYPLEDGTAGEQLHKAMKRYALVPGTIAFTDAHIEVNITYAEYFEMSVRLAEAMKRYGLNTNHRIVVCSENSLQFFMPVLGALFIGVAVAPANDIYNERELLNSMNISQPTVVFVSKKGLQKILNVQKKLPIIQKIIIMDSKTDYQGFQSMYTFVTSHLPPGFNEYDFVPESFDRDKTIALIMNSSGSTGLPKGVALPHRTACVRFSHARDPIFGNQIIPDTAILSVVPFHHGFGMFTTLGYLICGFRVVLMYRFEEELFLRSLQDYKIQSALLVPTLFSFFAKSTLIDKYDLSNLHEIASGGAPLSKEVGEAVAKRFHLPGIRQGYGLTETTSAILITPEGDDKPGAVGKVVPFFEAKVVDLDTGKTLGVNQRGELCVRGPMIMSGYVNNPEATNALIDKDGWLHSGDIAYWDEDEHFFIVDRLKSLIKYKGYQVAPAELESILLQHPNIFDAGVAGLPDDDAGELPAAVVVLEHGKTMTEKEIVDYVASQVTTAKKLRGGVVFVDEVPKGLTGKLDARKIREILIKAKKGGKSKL
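Purified 10nM P. pyralis luciferase with 10uM D-luciferin and 10uM ATP in 50mM Tris acetate pH 7.5, 10mM Mg acetate, 0.01% Tween-20, 0.05% BSA. qHTS titration; luminescence read by CCD imager.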
SNCA expr inh: inhibitors of alpha-synuclein (SNCA) gene expression; HEK-293 SNCA-luciferase knock-in, luminescence, 24 h; Potency, µM (titrated, usually from 57.2 µM), for inactives: top-dose activity change, negative = inhibition, hits mostly inhibitors; 0.17% of 140,000 active;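 further: potency means the concentration at half of the fitted maximal effect; plate controls were DMSO cells for no effect and cell-free wells for full effect; nearly all actives have a fitted effect of over 45% in size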
* marks the source's active call; other numbers are inactive results; i = inactive; ? = inconclusive; nt = no result given; & = joins results of further samples; [ ] = dose if it differs, or a comment. Unless noted, the call rests on the fitted dose curve; in most records, active means well fitted curve in the direction sought with a large enough effect; inconclusive means small, poorly fitted or top-dose-only effect, or another doubt; inactive means no such curve, though single readings can be large; an effect the other way counts as inactive or inconclusive. Unless noted, on the % scale 0 is the no-effect control and ±100 the full control effect.

SMILES	HEK cytotox	IP6K1 inh	3T3 cytotox	GPT2 inh	HEK293 viab	Luciferase inh	SNCA expr inh
Cc1ccc(N2CC(NC(=O)CCc3ccccc3)CC2=O)cc1C (centres undefined)	nt	9	nt	nt	3%	nt	26%
Cc1ccc([S+](=O)([O-])N2CCCC2C(=O)N2CCC(c3nc4ccncc4[nH]3)CC2)cc1 (centres undefined)	i	-4	-10%	-11%	1%	nt	8%
COc1ccc(CN2C(=O)[C@@H]3C[C@@H](CN3C3CCCC3)Oc3ccccc32)cc1	?	0	?	-10%[88.5 µM]	-13%[87.6 µM]	1%[172 µM]	0%[87.6 µM]
COCc1nc(C2CCN(C(C)=O)C2)no1 (centres undefined)	i	2	3%	i	3%	-3%	-6%
COc1ccc(-c2cc(N3CCC(NC(=O)c4ccc5cc[nH]c5c4)CC3)n[nH]2)cc1	?	24	40µM*	i	-13%	-11%	-26%
COC(=O)N1CCCc2cc(S(=O)(=O)N3CCN(c4ccccc4)CC3)ccc21	nt	14	nt	nt	12%	nt	-17%
COc1ccc2c(c1)CCc1c(C(=O)Nc3c(C)nn(Cc4ccccc4Cl)c3C)noc1-2	nt	-1	nt	nt	0%	nt	-8%
CCN(CC)CCCNC(=O)c1nn(C)c2c1CSc1ccccc1-2	nt	9	nt	nt	-2%	nt	5%
O=C(CN1C(=O)C(c2ccccc2)=NC12CCCC2)NC1CCCC1	?	2	-17%	-19%	5%[12.5 µM]	-1%	2%
COc1ccccc1C(=O)Nc1ccnn1C1CCN(C(=O)C2CCCO2)CC1 (centres undefined)	-3%	-3	-17%	1%	-2%	-17%	60%[activator]
CCCC(=O)Nc1cc(-c2nnc3c4ccccc4c(C)nn23)ccc1C	nt	19	nt	nt	-13%	nt	29%
O=C(c1ccc(F)cc1)N1CCn2c(nn(-c3ccc([N+](=O)[O-])cc3)c2=O)C1	i	1	-15%	?	8%	-3%	-9%

One compound at a time (already shown):
COc1ccc2c(c1)CCc1c(C(=O)Nc3c(C)nn(Cc4ccccc4Cl)c3C)noc1-2 is listed with HEK cytotox: nt; IP6K1 inh: -1; 3T3 cytotox: nt; GPT2 inh: nt; HEK293 viab: 0%; Luciferase inh: nt; SNCA expr inh: -8%
COc1ccc(CN2C(=O)[C@@H]3C[C@@H](CN3C3CCCC3)Oc3ccccc32)cc1 is listed with HEK cytotox: ?; IP6K1 inh: 0; 3T3 cytotox: ?; GPT2 inh: -10%[88.5 µM]; HEK293 viab: -13%[87.6 µM]; Luciferase inh: 1%[172 µM]; SNCA expr inh: 0%[87.6 µM]

In the list so far, these contain a halogen.
SMILES	HEK cytotox	IP6K1 inh	3T3 cytotox	GPT2 inh	HEK293 viab	Luciferase inh	SNCA expr inh
COc1ccc2c(c1)CCc1c(C(=O)Nc3c(C)nn(Cc4ccccc4Cl)c3C)noc1-2	nt	-1	nt	nt	0%	nt	-8%
O=C(c1ccc(F)cc1)N1CCn2c(nn(-c3ccc([N+](=O)[O-])cc3)c2=O)C1	i	1	-15%	?	8%	-3%	-9%

Following part
SMILES	HEK cytotox	IP6K1 inh	3T3 cytotox	GPT2 inh	HEK293 viab	Luciferase inh	SNCA expr inh
Cc1ccc(Cn2c(=O)n(Cc3ccccc3Cl)c(=O)c3cccnc32)cc1	nt	8	nt	nt	11%	nt	10%
CCc1ccc(C(=O)N2C[C@@H](CO)[C@H](c3nc(CCOC)no3)C2)cc1	-15%	-5	-4%	i	3%	-10%	-8%
O=C(c1ccncc1)N1CC[C@H](c2nnc(-c3ccccc3)o2)C1	0%[172 µM]	1	-26%[174 µM]	0%[88.5 µM]	1%[87.6 µM]	2%[172 µM]	-7%[87.6 µM]
CCCn1c(=N)c(C(=O)NC2CCCC2)cc2c(=O)n3cc(C)ccc3nc21	nt	16	nt	nt	?	nt	3%
COCCN1C(=O)CCc2cc(NC(=O)c3ccc4c(c3)OCO4)ccc21	?	9	-7%	3%	-3%	40µM*	38%[activator]
CCN(C(=O)CCC(=O)N1CCC(c2nc(C(=O)N3CCCC3)c(C)o2)CC1)c1ccccc1	?	-1	?	i	-5%	nt	?
O=C(COc1ccccc1)N1CCOCC12CCN(Cc1ccccc1)CC2	45µM*	4	?	?	-22%[87.6 µM]	-3%[172 µM]	?
CCOC(=O)c1c(N)n(-c2ccc(C)c(Cl)c2)c2nc3ccccc3nc12	nt	25	nt	nt	-4%	nt	?
CCOC(=O)c1cccc(NC(=O)c2ccc3nc(CCc4ccccc4)oc3c2)c1	nt	4	nt	nt	26%	nt	46%[activator]
COc1cccc(NC(=O)N(C[C@H]2O[C@H](Cc3cc(-c4ccccc4)on3)CC[C@@H]2O)C(=O)Nc2cccc(OC)c2)c1	?	4	?	1%	-8%	6%	-14%
CC(=O)N1CCN(C(=O)c2ccc3c(c2)NC(C)(CNc2ccccc2)CO3)CC1 (centres undefined)	?	6	-24%[138 µM]	i	15%[87.6 µM]	-11%[172 µM]	?
CC(=O)NC1(C)CCCN(c2ccc(OC(F)(F)F)cc2)C1 (centres undefined)	?	14	?	-25%[88.5 µM]	-7%[87.6 µM]	0%[172 µM]	121%[activator][87.6 µM]
C=CCn1cc2c3c(cccc31)[C@H](CC(C)C)N[C@H](C(=O)NCc1ccccc1)C2	?	7	?	-11%[88.5 µM]	-19%[87.6 µM]	-2%[172 µM]	1%[87.6 µM]
O=C1CC(c2nc(-c3ccccc3)no2)CN1c1ccc2c(c1)OCCO2 (centres undefined)	nt	1	nt	nt	-3%	nt	62%[activator]
COC(=O)c1scc(-c2ccc(C)cc2)c1S(=O)(=O)N1CCN(c2cccc(OC)c2)CC1	nt	-15	nt	nt	5%	nt	-19%
COc1cc(CNCc2ccc(C)c(F)c2F)ccc1OCC(O)CN1CCC(O)CC1 (centres undefined)	18µM*	13	?	-12%	?	-4%	15%
COC(=O)C1=CN(CC(=O)Nc2ccc(C)cc2C)S(=O)(=O)N=C1C	3%	3	-20%	i	0%	11%	3%
CCOc1ccc(CNC(=O)c2cc(=O)[nH]c3ccc(S(=O)(=O)N4CCCCC4)cc23)cc1	nt	-6	nt	nt	3%	nt	-3%
COc1cc(Cl)c(C)cc1NC(=O)c1nn(C)c2c1CSc1ccccc1-2	nt	26	nt	nt	7%	nt	-15%
COc1ccc(OC)c(-n2c3c(cc(-c4nc(-c5ccc(Cl)cc5)cs4)c2=O)C(=O)CC(C)(C)C3)c1	nt	0	nt	nt	-5%	nt	-22%
COc1ccc(-c2cc(C(=O)N3C[C@@H](CN(C)C)[C@@H](CO)C3)[nH]n2)cc1	-5%	15	1%	-9%	-8%	0%	-5%
COC[C@@H]1CN(Cc2cc(C)nn2C)C[C@H]1C(=O)NC1CC1	-7%	13	-7%	i	-3%	0%	10%
CC(C)CNC(=O)N1CCCC(c2nc(CCOc3ccc(F)cc3)no2)C1 (centres undefined)	40µM*	4	?	i	0%	-16%	70%[activator]
CC(=O)N1CCC(n2c(C)cnc2C2CC2)CC1	-14%	1	-15%	-29%	13%	-14%	-3%
COc1ccccc1Nc1ccnc(N2CCN(C(=O)NC(C)C)CC2)n1	?	26	?	i	-5%	nt	?
COc1ccc(OC)c(NC(=O)Cn2c(=O)n(-c3ccc(Cl)cc3)c(=O)c3c(C)c(C)sc32)c1	nt	-1	nt	nt	-1%	nt	8%
O=C(c1cc2ccccc2[nH]1)N1CCc2c(n(Cc3cccnc3)n(CCc3ccccc3)c2=O)C1	-19%	0	?	i	2%	-3%	-7%
CCCCC(=O)Nc1c(C(=O)N2CCN(c3ccccc3F)CC2)oc2ccccc12	nt	-7	nt	nt	-17%	nt	?
CCOc1ccc(C(=O)N(C)C2CCc3nnc(C)n3CC2)cc1OCC (centres undefined)	-5%	-3	3%	i	7%	-5%	-10%
Cc1ccc2c(C)c(C(=O)N3C[C@@H](CN4CCC(O)CC4)[C@@H](CO)C3)oc2c1	i	-2	i	4%	5%	0%	?
COc1ccc(S(=O)(=O)N2CCCN(C)c3ccccc32)cc1	?	5	?	-2%	-18%	-4%	7%
O=C(Cn1ccn2nc(-c3ccccc3)c(CO)c2c1=O)Nc1ccc(Cl)cc1	?	5	?	i	2%	11%	-4%
O=C(NC1CCN(Cc2cccc(-c3cccs3)c2)CC1)c1ccccc1F	?	-1&-7	?	-6%	?	nt	?
COC(=O)[C@@H]1[C@H]2C[C@H]3c4[nH]c5ccccc5c4CCN3C[C@@H]2CC[C@@H]1O	nt	9&8	nt	2%&-4%	1%	nt	-1%
CCCCNC(=O)C1CCN(C(=O)c2ncn3c2COC(c2ccc(F)cc2)C3)CC1 (centres undefined)	-15%	-9	-2%	i	-6%	40µM*	-10%
O=C(N[C@@H]1CN(C2CCOCC2)CC[C@@H]1CO)c1ccccc1	-17%	23	-2%	-7%	-6%[12.5 µM]	12%	5%
COc1cccc(C(=O)N2CCN(C(C(=O)O)c3ccc(O)cc3)CC2)c1 (centres undefined)	-12%	-4	i	i[11.5 µM]	8%	4%	-21%
O=C(O)CCC(=O)N[C@H]1CCN2C(=O)c3cc(/C=C/c4ccccc4)ccc3NC(=O)[C@H]12	-24%[172 µM]	-9	-19%[174 µM]	0%[88.5 µM]	-12%[87.6 µM]	?	-6%[87.6 µM]
Cc1cccc(-n2ncc(C(=O)N3CCN(C4CCCCC4)CC3)c2C2CCN(C(=O)OC(C)(C)C)CC2)c1	nt	14	nt	nt	?	nt	?
Cc1cccc(C)c1Nc1sc(C(=O)c2ccccc2)c(N)c1C(=O)Nc1ccc(F)cc1	nt	-8	nt	nt	-16%	nt	-4%
CCN1CCN(CC(=O)NCc2ccc3[nH]c(-c4ccc(F)cc4)c(C)c3c2)CC1	18µM*	2	22µM*	-6%	4%	?	34%[activator]
CCOC(=O)c1cnc2cc(C(F)(F)F)ccc2c1Nc1ccc(F)cc1F	nt	31	nt	nt	-16%	nt	172%[activator]
Cn1cnc(S(=O)(=O)N2CCC(C(=O)NCc3ccc(Cl)cc3)CC2)c1	nt	-19	nt	nt	9%	nt	22%
CCOc1ccc(CN2CCN(c3cc(C)nc(NC)n3)CC2CCO)cc1 (centres undefined)	-17%	-5	-31%	0%	0%	0%	4%
O=C1NCc2ccccc2CC12CCCN2Cc1ccnc2ccccc12 (centres undefined)	?	-9	?	i	8%	nt	?
CCOC(=O)c1ccc2c(c1)[C@@H]1C=CC[C@@H]1[C@H](c1cccc(OC)c1OC)N2	nt	-1	nt	nt	11%	nt	75%[activator]
OCCN1CCN(CC/C=C2/c3ccccc3Sc3ccc(C(F)(F)F)cc32)CC1	nt	-10	nt	i	-11%	nt	-7%
COc1cccc(C2C(C(=O)Nc3ccc(C)cc3C)=C(C)Nc3nc4ccccc4n32)c1OC (centres undefined)	nt	-14	nt	nt	-6%	nt	23%
CC(=O)NC[C@H]1O[C@H](Cc2cc(-c3ccc(F)cc3)on2)CC[C@@H]1O	-17%[172 µM]	6	-7%[138 µM]	i	10%[87.6 µM]	?	92%[activator][87.6 µM]
